# Screens deposited in PubChem BioAssay by Sanford-Burnham Center for Chemical Genomics.
# TAG inh = triacylglycerol accumulation inhibition; H9c2 cells, Nile Red lipid (TAG) fluorescence; cells loaded with 200 µM oleic acid; inhibition, % at 12.5 µM; actives 0.66% (n = 230,000); AID 651582;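 active = pattern-corrected inhibition of lipid staining of at least 50% with the nuclear-stain viability signal not falling by more than 50%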;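 note: 0% = DMSO wells and 100% = triacsin C control wells; some results filed as inactive read as strong as hits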
# TAG inh DAPI viability = second read-out of TAG inh, no call of its own (marks repeat the call); DAPI nuclei signal change (viability), lower = more cytotoxic, %;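 whole-well DAPI fluorescence read on a plate reader as a viability signal; minus 50 percent equals half of cells still viable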
# * marks the source's active call; other numbers are inactive results. Not all compounds are listed, so the mix of outcomes need not match the whole.
# The line under a structure holds: TAG inh	TAG inh DAPI viability
Cc1nn(-c2cc(C(F)(F)F)ccn2)c(=O)o1
    2	-2
CCCN1C(=O)C(O)(C2CC(=O)CC(C)(C)O2)c2ccccc21 (stereo not drawn)
    44	-11
Cc1cc(C(=O)NC(Cc2c[nH]c3ccccc23)C(=O)O)c(C)o1 (stereo not drawn)
    -6	-2
O=C(O)CN1C(=O)C2C3C=CC(C3)C2C1=O (stereo not drawn)
    10	0
CCN1C[C@@H]2[C@@H]3C(=O)N(C)C(=O)[C@@H]3[C@](Cc3ccccc3)(C(=O)OC)N2C1=NCc1ccccc1
    -2	-1
COC(=O)C(=O)Nc1nnc(COc2ccccc2)s1
    -5	-1
CCOC(=O)c1cccc(NC(=O)CSc2nc3cccnc3n2C)c1
    -12	-6
Cn1ccc(C(=O)N2CCCc3ccccc32)n1
    -9	-11
CSCc1ccc(C(=O)NCC(c2cccs2)N2CCOCC2)cc1 (stereo not drawn)
    -13	-2
N#Cc1c2n(c3c(=O)n(Cc4ccc(Cl)cc4)cnc13)CCCC2
    1	0
COc1ccccc1C(=O)Nc1cc(C)on1
    6	-7
CN(CC(=O)Nc1c(Cl)cccc1Cl)C(=O)c1cc(-c2cccs2)nn1-c1ccccc1
    17	8
CC(CC(=O)Nc1cc([N+](=O)[O-])ccc1Cl)c1ccccc1 (stereo not drawn)
    -33	3
CCOC(=O)N1CCC(NC(=O)CSCc2nc(-c3sccc3C)oc2C)CC1
    -22	5
O=C(NCCOC(=O)C1COc2ccccc2O1)C1COc2ccccc2O1 (stereo not drawn)
    -3	11
CCOC(=O)c1[nH]c(C)c(/C(O)=C2\C(=O)C(=O)N(CCN(C)C)C2c2ccco2)c1C (stereo not drawn)
    -16	-10
O=C(NC[C@H]1CCCO1)c1cccc2c1C(=O)c1ccc(-c3ccc(F)cc3OCc3ccccc3)cc1S2(=O)=O
    21	4
COC(=O)c1ccccc1NC(=O)CCCn1nc([N+](=O)[O-])c(Br)c1C
    -9	-4
O=C(c1ccc([N+](=O)[O-])c(CS(=O)(=O)c2ccc(Cl)cc2)c1)N1CCCCC1
    -15	13
Cc1c(Cl)cccc1NC(=O)CCN1C(=O)C2CC=CCC2C1=O (stereo not drawn)
    10	1
COc1ccc(-c2nc3ccccc3s2)cc1NC(C)=O
    15	26
O=C(N=Nc1c(O)n(Cc2ccccc2)c2ccccc12)c1ccncc1
    -22	0
CCOc1ccc(N(C(C)C(=O)Nc2cccnc2)S(C)(=O)=O)cc1 (stereo not drawn)
    0	2
CC(C)[C@@H](C(=O)OCC(=O)c1ccc2c(c1)NC(=O)CO2)N1C(=O)c2ccccc2C1=O
    -11	0
N#Cc1c(-c2cccs2)cc(-c2cccnc2)nc1N
    13	22
Cc1cc(C)cc(-n2nnnc2SCC(=O)Nc2cccc(NC(=O)c3ccco3)c2)c1
    20	-1
N#CC1(NC(=O)CSc2nncn2-c2ccccc2F)CCCC1
    -2	-3
CC(O)(c1cccnc1)c1nc(/C=C/c2ccccc2)cs1 (stereo not drawn)
    -39	13
Cc1cc(C)c(S(C)(=O)=O)c(Oc2ccccc2C)n1
    7	4
CCCNc1ncccc1C(N)=O
    4	-9

# Of the compounds above, three contain a furan ring, fused or not:
# The line under a structure holds: TAG inh	TAG inh DAPI viability
Cc1cc(C(=O)NC(Cc2c[nH]c3ccccc23)C(=O)O)c(C)o1 (stereo not drawn)
    -6	-2
CCOC(=O)c1[nH]c(C)c(/C(O)=C2\C(=O)C(=O)N(CCN(C)C)C2c2ccco2)c1C (stereo not drawn)
    -16	-10
Cc1cc(C)cc(-n2nnnc2SCC(=O)Nc2cccc(NC(=O)c3ccco3)c2)c1
    20	-1

# More records follow:
# The line under a structure holds: TAG inh	TAG inh DAPI viability
CC(C)CCSc1cc(NCCO)c([N+](=O)[O-])c2nonc12
    5	3
CC(C)C[C@H]1CNC(=S)N1CC1CCCN1C[C@H](CC(C)C)N1C[C@H](Cc2ccc(O)cc2)N(CC2CCCCC2)C1=S (stereo partly drawn)
    130	-87
O=C(Cn1c(=O)n(CCc2c[nH]c3ccccc23)c(=O)c2cccnc21)Nc1ccccc1F
    11	-3
O=C(Nc1ccccc1)Nc1cc(Cl)cc(Cl)c1
    16	-4
C=CCc1cccc2cc(C(=O)NC3CCCC3)c(=O)oc12
    1	-10
CCOC(=O)NC(=O)c1cn(Nc2ccccc2)c(=O)[nH]c1=O
    0	-4
CCOc1ccccc1NC(=O)C1CCN(C(=O)Cc2ccccc2)CC1
    3	-5
CCOC(=O)Nc1cccc(Cl)c1C
    6	-7
Cc1cccc(CN2CCN(c3nc4nonc4nc3NC3CC3)CC2=O)c1
    11	-3
O=C(O)CCCC(=O)Nc1ccccc1Br
    -12	1
CCOc1cc(NC(=O)C2CCCO2)c(OCC)cc1NC(=O)C1CC1 (stereo not drawn)
    15	7
Cc1ccc(NC(=O)C2CC(=O)N(C(C)c3ccccc3)C2)cc1 (stereo not drawn)
    -16	-5
COc1ccc(CNC(=O)COC(=O)C2CC2C)cc1OC (stereo not drawn)
    5	-13
O=C(Nc1ccc(N2CCOCC2)cc1)c1cc2c(s1)CCCC2
    13	5
COc1ccccc1NS(=O)(=O)c1cccc(C(=O)N/N=C/c2ccc(NC(C)=O)cc2)c1
    -5	2
O=C(O)CCn1c(SCc2cc(=O)n3ccccc3n2)nc2ccsc2c1=O
    0	-11
Cc1c(O)ccc(NC(=O)/C=C/c2ccccc2)c1C
    1	-7
CC(C)CC(=O)Nc1ccc(Oc2ccc3c(c2)C(=O)NC3=O)cc1
    7	-6
CC(C)(C)OC(=O)N1CCN(C(=O)c2ncn(Cc3ccccc3)c2C(=O)N2CCN(C(=O)OC(C)(C)C)CC2)CC1
    5	-13
CC1CC(C)CN(C(=O)COC(=O)CN2C(=O)c3ccccc3C2=O)C1 (stereo not drawn)
    -7	4
Cc1cc2[nH]c3c4ccccc4nc(C)c3c2cc1C
    141	-52
COc1ccc(N2CCN(C3CCCN(Cc4ccc(F)cc4)C3)CC2)cc1 (stereo not drawn)
    24	-20
CCCCOC(=O)Nc1ccc(S(=O)(=O)Nc2cc(C)nc(C)n2)cc1
    -4	11
Cc1ccccc1-c1nc(S(=O)(=O)c2ccccc2)c(NCCN2CCOCC2)o1
    0	-4
COCCNC(=O)C(=O)NCC1OCCN1S(=O)(=O)c1ccc2c(c1)OCCO2 (stereo not drawn)
    -5	6
COc1ccc(C(=O)COC(=O)c2cc3ccccc3oc2=O)c(OC)c1
    -23	-2
CCOc1ccccc1/C=N/NC(=O)c1cccc(Cl)c1
    11	23
COc1ccc(CCNCC(O)Cn2ccc3ccccc32)cc1OC (stereo not drawn)
    7	3
COc1cccc(CNc2ccc(S(=O)(=O)N3CCCC3)cn2)c1
    -37	0
COCCCNc1nc2ccccc2nc1NS(=O)(=O)c1cccs1
    3	-12

# Reprinted from the part before: three compounds, followed by the next part.
# The line under a structure holds: TAG inh	TAG inh DAPI viability
COc1ccc(CCNCC(O)Cn2ccc3ccccc32)cc1OC (stereo not drawn)
    7	3
COc1cccc(CNc2ccc(S(=O)(=O)N3CCCC3)cn2)c1
    -37	0
COCCCNc1nc2ccccc2nc1NS(=O)(=O)c1cccs1
    3	-12
Cn1c(=O)cc(SCC(=O)NCCCN2CCN(c3ccc(F)cc3)CC2)c2ccccc21
    28	-7
Cc1noc(C)c1NC(=O)Nc1ccc2c(c1)C(=O)N([C@H](C)CO)C[C@H](C)[C@@H](CN(C)S(=O)(=O)c1ccccc1)O2
    6	-6
O=C(Oc1cccc(C(=S)N2CCCCC2)c1)c1ccccc1
    -7	3
c1cnc2ccc(C(c3nnnn3C3CCCCC3)N3CCCCC3)cc2c1 (stereo not drawn)
    20	-23
CCc1nc(SCC(=O)Nc2cc(C)on2)n[nH]1
    3	2
Cc1ccc2[nH]c(=O)cc(C(=O)OCC(=O)c3ccc(F)cc3)c2c1
    7	-7
Cc1oc2nc(SCCCC(=O)NCCO)nc(N)c2c1C
    -6	-2
Cn1nnnc1SCc1csc(Nc2ccccc2)n1
    2	0
O=C(Cn1nnc(-c2ccccc2)n1)Nc1cccc(S(=O)(=O)N2CCOCC2)c1
    -10	3
CCOc1ccc(N(CC(=O)NCC2CCCO2)S(=O)(=O)c2ccc(Cl)cc2)cc1 (stereo not drawn)
    4	-7
C#CCNC(=O)C1=C[C@H](c2csc3ccccc23)C[C@H](OCc2ccc(CO)cc2)O1
    -95	-7
CC(C)NC(=O)CN(c1cccc([N+](=O)[O-])c1)S(=O)(=O)c1ccccc1
    4	3
CCc1ccc2nc(N(CCN(C)C)C(=O)c3ccc4ncsc4c3)sc2c1
    2	8
CCCn1nnc2ccccc2c1=O
    -11	0
Cc1csc(=O)n1CC(=O)Nc1ccc(C(C)C)cc1
    2	-3
CC(=O)Nc1ccc(S(=O)(=O)NCc2ccncc2)cc1
    -16	7
Cc1ccc(NC(=O)N2CCC(c3ccccc3)C2)cc1C (stereo not drawn)
    -9	-3
Cc1ccc(S(=O)(=O)N2[C@@H](c3ccc(Br)cc3)C(C(=O)O)=CC[C@H]2c2ccc3c(c2)OCO3)cc1
    19	-1
O=C(CN1C(=O)NC2(CCCc3ccccc32)C1=O)c1ccccc1F (stereo not drawn)
    14	2
COc1ccc(CCNC(=O)CCCn2nc(C)n3ccnc3c2=O)cc1OC
    8	-6
COc1ccc(CSc2ccc(-c3nc4ccccn4c3NCc3ccccc3)cc2OC)cc1
    6	87
COc1cc(NC(=O)[C@@H]2CCCN(S(=O)(=O)c3cccc4cccnc34)C2)cc(OC)c1OC
    -37	-3
CCN(CC)c1ncnc2c1ncn2[C@H]1CN(Cc2ccncc2)C[C@@H](CO)O1
    8	0
Cn1nnc(NC(=O)CSc2ccc(Cl)cc2)n1
    2	0
CC(=O)N1N=C(N)SC1c1ccc(Cl)c(Cl)c1 (stereo not drawn)
    6	-2
CCNC(=O)NC(=O)C(C)Sc1nnc(COc2ccccc2Cl)o1 (stereo not drawn)
    1	9
N/N=C(/Cc1nc2ccccc2[nH]1)c1ccc([N+](=O)[O-])cc1
    4	-7
O=C(Nc1ccccc1OC(F)F)C1CCCN1C(=O)c1cccs1 (stereo not drawn)
    10	-9
CCCNC(=O)c1cc(C2CCCCN2C(=O)OC)on1 (stereo not drawn)
    9	0
NC(=O)COC(=O)c1oc2ccccc2c1CSc1ccc(Cl)cc1
    -21	14

# Single records, as listed above.
# Cn1c(=O)cc(SCC(=O)NCCCN2CCN(c3ccc(F)cc3)CC2)c2ccccc21 across the screens: TAG inh: 28; TAG inh DAPI viability: -7
# CCNC(=O)NC(=O)C(C)Sc1nnc(COc2ccccc2Cl)o1 (stereo not drawn) across the screens: TAG inh: 1; TAG inh DAPI viability: 9

# Other compounds:
# The line under a structure holds: TAG inh	TAG inh DAPI viability
CCN1C(=O)CC(C(=O)NC)SC1=Nc1cc(Cl)c(O)c(Cl)c1 (stereo not drawn)
    2	-1
CCOC(=O)C1CCCN(S(=O)(=O)c2ccc3c(c2)C(C)(C)C(=O)N3C)C1 (stereo not drawn)
    -21	-2
N#Cc1ccccc1NC(=O)COc1ccccc1C(=O)Nc1ccccc1
    -9	-7
COc1cc(OC)cc(-c2oc(=O)c3cc(OC)c(OC)cc3c2C#CCCCO)c1
    0	15
C/C(=N/NC(=O)C1CCCCC1)c1ccc([N+](=O)[O-])cc1
    0	-4
Cc1ccc(S(=O)(=O)N2CCOCC2)cc1NC(=O)CNCc1cccnc1
    1	1
CCN(CC)C(=O)Cn1cnc2c1c(=O)n(C)c(=O)n2C
    -6	-6
CC(=O)NCCc1c(C)n(Cc2ccccc2)c2ccccc12
    -11	5
CCc1ccc(OC2(C)CCN(CCOc3ccc(C)cc3)C2)cc1 (stereo not drawn)
    4	8
O=C(CSc1nc(O)cc(=O)n1-c1ccccc1)Nc1ccc(Br)cn1
    5	-6
CCOC(=O)c1sc2ncn(C(C)C(=O)OC)c(=O)c2c1C (stereo not drawn)
    -9	7
Cc1ccc(C)c(NC(=O)CN(C)C(=O)C2COc3ccccc3O2)c1 (stereo not drawn)
    -2	-1
NS(=O)(=O)c1ccc(CCNC(=O)C(=O)NCC2OCCN2S(=O)(=O)c2ccc(Cl)cc2)cc1 (stereo not drawn)
    -2	4
COc1ccc(C2N(c3ccc(F)cc3)C(=O)C3CCCN32)cc1 (stereo not drawn)
    -6	-2
O=C(NCc1ccc2c(c1)OCO2)C1CCN(C(=O)Nc2ccc(Cl)cc2)CC1
    9	2
CN1CCC(=O)N([C@H](CSc2ccccc2)c2ccccc2)CC1
    -12	-2
N#Cc1ccc(Cn2c(-c3ccc(F)cc3)noc2=O)cc1
    2	0
Cc1nn(-c2ccccc2)c(C)c1/C=C/C(=O)OCC(=O)NC1CCS(=O)(=O)C1 (stereo not drawn)
    8	-3
CCCCN(C(=O)C1CC(=O)N(c2ccc(C)cc2)C1)c1c(N)n(CCC)c(=O)[nH]c1=O (stereo not drawn)
    -5	-2
Cc1ccc(C)c(NC(=S)NCCSc2ccc(Cl)cc2)c1
    -34	7
CCOc1ccc(NC(=O)N2CCC(NC(=O)C(Cc3ccc(OC)c(OC)c3)NC(C)=O)CC2)cc1 (stereo not drawn)
    -18	2
COc1ccccc1CN1CC(C(=O)N2CCCCCCC2)CCC1=O (stereo not drawn)
    -10	9
COC/C=C/C1=CC2=CC(=O)C(C)(OC(=O)c3cnc4ccccc4n3)C(=O)C2=CN1CCN1CCOCC1 (stereo not drawn)
    -9	5
Cc1ccc(/C=C2\SC(=S)N(CCCC(=O)Nc3ccccc3C(=O)O)C2=O)cc1
    18	-2
CCc1ccc(NC(=O)/C(C#N)=C/c2cc3ccc(C)cc3nc2N2CCOCC2)cc1
    4	1
NCCCCCC(=O)Nc1ccncc1
    6	-2
CCCNC(=O)C1(C)CCN(Cc2cc3ccccc3o2)C1 (stereo not drawn)
    -3	2
